TAAR1 antag = antagonists of human TAAR1; inhibition, % at 3 µM; Q96RJ0; CHO RD-HGA16 TAAR1, Fluo-8 calcium fluorescence, antagonist; hit rate 1.5% among 360,000;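 active = inhibition above a per-plate cutoff, the mean inhibition of test compounds on that plate plus 3 SD, cut at about 49% in these data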;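 note: 0% = DMSO plus EC80 beta-PEA response and 100% = DMSO alone without agonist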
Target sequence (Q96RJ0 whole entry, looked up): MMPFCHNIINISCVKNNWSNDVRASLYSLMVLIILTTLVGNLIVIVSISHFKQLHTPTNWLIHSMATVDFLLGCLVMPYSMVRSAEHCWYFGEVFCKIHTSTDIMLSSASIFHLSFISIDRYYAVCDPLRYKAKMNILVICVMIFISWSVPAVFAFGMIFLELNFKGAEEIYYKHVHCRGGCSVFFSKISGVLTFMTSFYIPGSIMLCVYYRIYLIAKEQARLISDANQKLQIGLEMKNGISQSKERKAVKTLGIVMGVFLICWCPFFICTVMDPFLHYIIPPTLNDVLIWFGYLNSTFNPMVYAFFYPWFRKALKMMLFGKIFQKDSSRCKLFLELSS
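Test system: hTAAR1-expressing CHO RD-HGA16 cells, Gα16-coupled; Probe or stimulus: EC80 β-phenethylamine stimulus; Compound dosing: single nominal final test compound concentration of 3 µM; Timing: 140 s kinetic read after compound, 140 s after agonist; Signal: Fluo-8 calcium-sensitive fluorescence; Measure: % inhibition of agonist calcium response; Controls: DMSO and EC80 PEA controls.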
M1 ag parental = M1 agonist counterscreen hit in parental CHO-K1 cells; hit rate 0.48% among 360,000; activation, % at 3 µM; Fluo-8 calcium fluorescence; scaled to maximal ATP response, vehicle zero; AID 602248; in the data active = activation above about 15%;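 note: untransfected CHO-K1 host cells lacking M1 receptor as counterscreen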
M1 PAM parental = M1 PAM counterscreen hit in parental CHO-K1 cells; hit rate 0.02% among 360,000; ATP EC20, Fluo-8 calcium fluorescence; 0% at ATP EC20, 100% at ATP max; activation, % at 3 µM;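 active = activation above the run cutoff, the mean activation of all test compounds plus 3 SD, cut at about 40% in these data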;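 note: peak over basal fluorescence ratio in a 140 s read after ATP addition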
CHRM1 PAM = positive allosteric modulators of human M1 muscarinic receptor; P11229; CHO-K1 hM1, Fluo-8 calcium fluorescence, ACh EC20; 0% = ACh EC20, 100% = maximal ACh; activation, % at 3 µM; hit rate 0.088% among 360,000; in the data active = activation above about 19%, passing the limit was not always enough
Target sequence (P11229 whole entry, looked up): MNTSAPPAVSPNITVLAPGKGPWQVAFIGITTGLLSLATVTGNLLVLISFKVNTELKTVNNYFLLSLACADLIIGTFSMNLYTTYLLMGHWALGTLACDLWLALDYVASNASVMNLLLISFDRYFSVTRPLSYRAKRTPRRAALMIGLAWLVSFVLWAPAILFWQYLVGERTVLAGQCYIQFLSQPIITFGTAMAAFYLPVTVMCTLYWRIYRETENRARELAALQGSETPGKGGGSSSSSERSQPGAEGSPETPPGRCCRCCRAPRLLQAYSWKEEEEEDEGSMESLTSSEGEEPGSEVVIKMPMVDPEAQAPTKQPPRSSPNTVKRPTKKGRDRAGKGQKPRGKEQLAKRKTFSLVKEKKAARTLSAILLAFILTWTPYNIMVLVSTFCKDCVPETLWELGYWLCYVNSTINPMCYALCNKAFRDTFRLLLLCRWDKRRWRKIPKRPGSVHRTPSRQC
CHO-K1 Ca antag = M1 antagonist counterscreen hit in parental CHO-K1 cells. ATP-induced calcium, Fluo-8 fluorescence. inhibition, % at 3 µM. hit rate 0.6% among 360,000. AID 602250;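 active = inhibition above a per-plate cutoff, the plate's mean sample inhibition plus 3 SD, cut at about 24% in these data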;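 note: 0% = DMSO plus EC80 ATP and 100% = DMSO alone without ATP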
CHRM1 agonist = activates human CHRM1 receptor. CHO-K1 hM1, Fluo-8 calcium fluorescence, agonist mode; 0% DMSO, 100% acetylcholine EC100. hit rate 0.33% among 360,000. P11229. activation, % at 3 µM;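 active = activation above the run's mean compound activation plus 3 SD, cut at about 16% in these data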;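 note: peak over basal fluorescence ratio within a 140 s kinetic read after compound addition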
TAAR1 ag = agonists of human TAAR1. Q96RJ0. CHO RD-HGA16 TAAR1, Fluo-8 calcium fluorescence; vehicle wells 0%, saturating PEA agonist 100%. activation, % at 3 µM. hit rate 0.99% among 360,000;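 active = activation above the mean activation of all test compounds in the run plus 3 SD, cut at about 38% in these data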
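Repeats: no replicates (n 1) | Material: CHO-derived RD-HGA16 cells with stable Gα16 and human TAAR1 | Technique: Kinetic Fluo-8 calcium fluorescence | Schedule: 17-24 h seeding, 75 min 37 °C dye, 30 min RT | Evaluation: % activation from peak over basal fluorescence ratio, DMSO-to-PEA scaled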
M1 antag = antagonists of human M1 muscarinic receptor. P11229. hit rate 1.3% among 360,000. inhibition, % at 3 µM. CHO-K1 hM1, Fluo-8 calcium fluorescence, ACh EC80 antagonist;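 active = percent inhibition above its own plate's cutoff, namely the mean of that plate's compound wells plus 3 SD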;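 note: peak over basal fluorescence ratio during 140 s after agonist addition; 0% = ACh EC80 plus DMSO and 100% = DMSO alone without agonist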
CHO parental Ca = counter-screen: ATP calcium response change in parental CHO cells. parental CHO-K1, ATP-induced calcium, Fluo-8 fluorescence. AID 463079. hit rate 0.63% among 330,000. inhibition, % at 5.6 µM;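 active = inhibition above that plate's mean sample inhibition plus 3 SD, cut at about 26% in these data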;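 note: 0% = ATP-challenged DMSO wells and 100% = DMSO wells without ATP; some compounds past the cut are filed as inactive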
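Assay system – parental CHO cells · Reagent – ATP stimulus · Detection – intracellular calcium via Fluo-8 no-wash fluorescent dye · Evaluation – percent inhibition of ATP-evoked calcium rise, normalized to controls · Controls – ATP wells versus no-ATP DMSO wells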
* = called active by the depositor; / = no result given. Outcome played no part in choosing rows; 4.4% or so of the library scored in one or more.

mol	M1 ag parental	CHRM1 agonist	TAAR1 ag	TAAR1 antag	M1 PAM parental	M1 antag	CHRM1 PAM	CHO-K1 Ca antag	CHO parental Ca
COCCCN1C(=O)C(CC(=O)NCCCN(C)C)CC(C(=O)N(C(C)C)C(C)C)=C1C (stereo not drawn)	1.8	-5	2	0	10	0	5	7	/
O=C(NCCOc1nc(N2CCCCC2)nc(N2CCOCC2)n1)Nc1ccccc1	0.5	-4	10	-7	-12	-1	-1	8	-15
CCOC(=O)N1CCN(S(=O)(=O)c2ccc(C(=O)Nc3nc4ccccc4s3)cc2)CC1	0.6	-2	5	-9	18	-3	5	-10	-15
COc1ccc(-c2nc3ccc([N+](=O)[O-])cc3[nH]2)cc1	6.2	-7	15	-22	16	0	0	-7	0
N#CC(=C=[N-])C1=C(C#N)C(c2ccccc2F)C([n+]2ccccc2)C(O)(C2CC2)N1 (stereo not drawn)	0.5	-2	1	12	-1	5	1	-6	-6
COC(=O)c1cn(Cc2cccc(C)c2)nn1	0.6	-2	1	10	-8	11	-2	5	12
O=C(CCn1ccnc1)Nc1ccc2ccccc2c1	0.3	-7	2	-15	4	-8	5	-3	-2
CCc1c(O)nc(SCC(=O)Nc2nc3ccccc3s2)n(-c2ccccc2)c1=O	-0.2	3	6	-17	-9	-3	6	3	-1
COc1cc(C(=O)NCC(=O)N/N=C/c2c(C)[nH]c3ccccc23)cc(OC)c1OC	-0.5	-6	4	-1	-26	4	0	14	-13
CC(=O)Nc1ccc(S(=O)(=O)NCCSCc2ccc(Cl)cc2Cl)cc1	5.0	1	28	25	13	11	-3	5	23
Cc1cc(C)c(C)c(S(=O)(=O)N2CCC(C(=O)NCCCN3CCOCC3)CC2)c1C	0.3	-8	8	2	20	3	4	-16	-11
COc1ccc(-c2nnc3ccc(SCC(=O)NCc4ccco4)nn23)cc1OC	0.5	-6	11	-1	13	-3	1	-10	-16
Cc1cccc(NC(=O)c2cc3c(=O)n4ccccc4nc3s2)c1	0.5	-1	-1	1	-4	-12	12	-13	-9
CCOc1ccc(OCCn2c(SCC(=O)O)nc3ccccc32)cc1	0.7	-4	1	-20	11	-10	6	-6	-14
FC(F)C(F)(F)c1cc(-c2ccccc2)n[nH]1	9.8	11	22	25	17	-13	-2	-10	-15
COc1cccc(NC(=O)c2cc(S(=O)(=O)N3CCc4ccccc43)cn2C)c1	0.0	-5	-2	-33	-8	16	-14	-4	-13
CN1C=CC(=CC=C2C=CC(=O)C=C2)C=C1	3.1	-6	0	-16	-1	13	-5	13	7
N#C/C(=C/c1ccc(O)c(O)c1)C(=O)NCc1ccc(Cl)cc1	4.5	10	48*	6	23	-17	21	5	-3
NS(=O)(=O)c1ccc(CCNC(=O)c2cccnc2)cc1	-0.2	-4	7	18	-3	7	-6	8	1
CCn1nc(C)cc1C(=O)Sc1cccc(Cl)c1	-0.4	-2	0	-21	3	2	1	-2	12
Cc1ccc(OCC(=O)Nc2ccc(S(=O)(=O)N3CCOCC3)cc2)c(Br)c1	1.3	0	1	-7	12	-9	15	1	7
Cc1ccc(CNC(=O)c2nnn(CC(=O)Nc3cc(C)cc(C)c3)c2N)cc1	1.8	-2	0	-7	15	-10	4	-10	8
Cc1nc(NCc2ccco2)c(C#N)c2c1COC(C)(C)C2	-0.2	-4	-3	5	22	-9	7	-13	-10
Cc1ccc(CN(C(=O)c2c(F)cccc2F)C2CC(C)(C)NC(C)(C)C2)o1	0.3	-6	5	5	-11	10	-6	6	0
O=C(C[C@@H]1C/C=C\C[C@@H](Cc2ccc(F)cc2)C(=O)OC[C@H]2CCCN2C1=O)N[C@H](CO)Cc1ccccc1	2.8	-3	4	11	6	0	1	-3	-19
O=C(c1ccco1)N1CCCC(c2nc3c(nnn3Cc3ccc(Cl)cc3Cl)c(=O)[nH]2)C1 (stereo not drawn)	1.1	-5	-3	1	12	1	7	-15	-15
COc1ccc(S(=O)(=O)N(C)C)cc1NC(=O)c1ccc(OCC(=O)N2CCOCC2)c(OC)c1	4.6	-3	7	6	-14	-5	5	18	-3
CCOC(=O)c1ccc(NC(=O)c2ncn3c2C(=O)NC[C@@H]3C)cc1	0.1	-2	-1	-2	14	-11	1	-9	/
O=C(Nc1ccccc1-c1ccccc1)c1ccccc1Br	0.1	-6	12	-1	-10	-17	4	-3	-12
Cc1cc(C(=O)NNC(=S)Nc2cccc(C(F)(F)F)c2)nn1C	2.3	-1	-1	-12	1	-11	2	-8	3
S=c1[nH]nc(-c2ccc3ccccc3n2)n1-c1ccc2ncccc2c1	-0.2	-6	2	-7	-3	-9	7	1	-10
CC1Cc2ccccc2N1C(=O)CCS(=O)(=O)c1cccs1 (stereo not drawn)	0.1	2	12	1	-2	5	6	-3	0
COCCc1ncc(CN2CCC(C(=O)Nc3cccc(-c4cscn4)c3)CC2)cn1	0.4	-3	-1	-22	-1	-4	10	-9	-19
CS(=O)(=O)c1nc(S(=O)(=O)c2ccc(Cl)cc2)c(N2CCOCC2)s1	0.3	-3	1	-19	5	-13	-1	-10	3
O=c1c2ccccc2nnn1CSc1ccc2c(c1)OCCO2	1.3	-2	11	1	0	-4	4	-13	-3
O=C1C=C(c2ccc3c(c2)OCO3)CCC1	-0.4	-5	4	14	9	0	-1	-3	-12
COc1ccc(CN2CCNC(=O)C2CC(=O)NC2CCCCCCC2)cc1OC (stereo not drawn)	3.6	-5	6	-24	23	30	-18	-15	-9
N=C1/C(=C\c2ccc(OC(=O)c3ccccc3)cc2)C(=O)N=C2SC(N3CCOCC3)=NN12	0.6	-12	2	-11	2	16	-7	4	2
Cc1cc(C)cc(N2CC(C(=O)OCC(=O)Nc3cc(C)on3)CC2=O)c1 (stereo not drawn)	0.2	0	4	-11	1	0	3	-10	-7
COC(=O)c1sccc1NC(=O)Cn1cnc2c1c(=O)n(C)c(=O)n2C	-0.2	0	6	-11	-4	-10	7	10	0
Cc1sc2ncnc(NCCCN3CCCC3=O)c2c1C	18*	-3	-2	27	16	-1	7	-8	0
O=C(NCC(c1cccnc1)N1CCN(c2ccc(F)cc2)CC1)c1ccco1 (stereo not drawn)	0.1	4	2	-7	2	-16	10	0	-9
CCC(C)NC(=O)C1CCN(S(=O)(=O)N2CCOCC2)CC1 (stereo not drawn)	-0.1	-6	5	10	15	1	0	-4	-1
CN1CCN(c2ccc(CNC(=O)C3Cc4c(-c5ccccc5)ccnc4O3)cc2)CC1 (stereo not drawn)	0.6	-8	1	-24	27	-8	3	-6	/
O=C(NCc1ccccc1)c1ccc(-c2cn[nH]c2)c2ccoc12	2.0	-2	1	-3	18	-12	7	-15	/
O=C(CCN1C(=O)C2CCCCC2C1=O)Nc1nc(-c2ccc(F)c(F)c2)cs1 (stereo not drawn)	6.1	-2	16	38	-17	8	-4	15	2
c1ccc2c(c1)Cn1nc(Cc3nc4c(s3)CCCC4)nc1-2	1.7	-2	7	22	20	-12	9	-9	-28
O=C(Cc1ccc(F)cc1)Nc1cccc(-c2ccc3nncn3n2)c1	1.1	-2	2	15	-17	-2	-1	9	14
C[C@@H]1COC(=O)[C@@H](Cc2ccc(F)cc2)C/C=C\C[C@@H](CC(=O)N(CCO)Cc2ccccc2)C(=O)N1	0.5	-7	5	6	2	-2	0	-9	-14
COc1ccc(C(=O)CSc2nnc(-c3ccco3)c(-c3ccco3)n2)cc1	0.1	-4	2	28	26	-4	8	4	/
CN1CCc2c(sc(NC(=O)c3cc(Cl)sc3Cl)c2C(N)=O)C1	0.5	-8	5	-9	19	-13	10	-8	-11
COC(=O)c1cccc(NC(=O)c2ccc3c(c2)C(=O)N(Cc2cccnc2)C3=O)c1	4.8	-1	5	36	-9	8	-4	1	-9
Cc1cccc(NC(=O)Nc2nnc(N3CCCCC3C)s2)c1C (stereo not drawn)	-0.5	-1	1	-14	5	10	-4	13	-1
COc1ccc(-c2cc(C)no2)cc1S(=O)(=O)N1CCN(C(=O)c2ccco2)CC1	2.7	-2	6	8	7	0	3	-5	-8
O=S(=O)(Nc1ccccc1Cl)c1ccc(NS(=O)(=O)c2cccs2)cc1	3.9	6	38*	8	18	-3	0	-13	1
Cn1nnnc1SCC(=O)Nc1ncc(C(F)(F)F)cc1Cl	-0.1	-1	2	-19	-5	-9	3	-8	-8
Cc1nn(-c2ccccc2)c(Cl)c1/C=N/NC(=O)c1ccccc1F	1.7	-3	4	5	-17	16	-5	0	-12

Among those listed so far, these contain bromine:
mol	M1 ag parental	CHRM1 agonist	TAAR1 ag	TAAR1 antag	M1 PAM parental	M1 antag	CHRM1 PAM	CHO-K1 Ca antag	CHO parental Ca
Cc1ccc(OCC(=O)Nc2ccc(S(=O)(=O)N3CCOCC3)cc2)c(Br)c1	1.3	0	1	-7	12	-9	15	1	7
O=C(Nc1ccccc1-c1ccccc1)c1ccccc1Br	0.1	-6	12	-1	-10	-17	4	-3	-12
